Compound activity from PubChem BioAssay.
PI5P4K alpha inh – PI5P4K alpha (human) kinase inhibition; P48426; PI5P4Kalpha enzyme, ADP-Glo luminescence, 60 min; hits give low values; max response, %; 330,000 compounds, 1.2% hits; AID 652105; active = max response of -50% or lower; inconclusive = between -30% and -50%; inactive = -30% or higher; also: value at the top dose of about 77 µM; % is scaled to controls: 0 for no effect and ±100 for the full control effect
Target sequence (P48426 whole entry, looked up): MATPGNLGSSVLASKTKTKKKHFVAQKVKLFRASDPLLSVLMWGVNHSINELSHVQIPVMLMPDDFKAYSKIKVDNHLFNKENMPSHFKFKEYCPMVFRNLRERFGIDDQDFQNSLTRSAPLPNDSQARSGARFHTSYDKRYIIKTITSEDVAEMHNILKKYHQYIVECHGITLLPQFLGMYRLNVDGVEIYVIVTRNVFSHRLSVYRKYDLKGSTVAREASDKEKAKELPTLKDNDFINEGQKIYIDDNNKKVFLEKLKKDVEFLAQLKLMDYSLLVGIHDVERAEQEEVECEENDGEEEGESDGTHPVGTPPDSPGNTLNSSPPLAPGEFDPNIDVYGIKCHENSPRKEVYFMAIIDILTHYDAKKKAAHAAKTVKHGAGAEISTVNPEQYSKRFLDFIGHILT
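Controls without substrate or without enzyme flank wells where PI5P4Kalpha converts substrate using 5 microM ATP (final). Incubation lasts 60 minutes at room temperature; ADP formed is read by ADP-Glo luminescence.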
WRN helicase inh – WRN helicase (human) inhibition; WRN helicase unwinding, fluorescent forked duplex, kinetic; Q14191; 360,000 compounds, 0.46% hits; AID 651768; Potency, µM (top dose mostly 114 µM), inactives show top-dose activity change, negative = inhibition, usual class: inhibitors; also: potency is read from the fitted curve at half-maximal effect; % is scaled to controls: 0 for no effect and ±100 for the full control effect; nearly all actives have a fitted effect of over 55% in size
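Kinetic fluorescence helicase assay: unwinding of a quenched forked DNA duplex (100 nM final) with 2 mM ATP final raises red fluorescence (525/598 nm). Compounds sat 15 min at room temperature with 20 nM WRN beforehand.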
PLK1 PBD inh – PLK1 (human) polo-box domain binding inhibition | AID 720504 | P53350 | Plk1 PBD binding of FITC phosphopeptide, fluorescence polarization | 360,000 compounds, 2.8% hits | Potency, µM, inactives show max response, negative = inhibition, most hits filed as inhibitors; also: potency is read from the fitted curve at half-maximal effect; series mostly up to about 57 µM; % is scaled to controls: 0 for no effect and ±100 for the full control effect; nearly all actives have a fitted effect of over 65% in size
Target sequence (P53350 whole entry, looked up, the tested form may be a part): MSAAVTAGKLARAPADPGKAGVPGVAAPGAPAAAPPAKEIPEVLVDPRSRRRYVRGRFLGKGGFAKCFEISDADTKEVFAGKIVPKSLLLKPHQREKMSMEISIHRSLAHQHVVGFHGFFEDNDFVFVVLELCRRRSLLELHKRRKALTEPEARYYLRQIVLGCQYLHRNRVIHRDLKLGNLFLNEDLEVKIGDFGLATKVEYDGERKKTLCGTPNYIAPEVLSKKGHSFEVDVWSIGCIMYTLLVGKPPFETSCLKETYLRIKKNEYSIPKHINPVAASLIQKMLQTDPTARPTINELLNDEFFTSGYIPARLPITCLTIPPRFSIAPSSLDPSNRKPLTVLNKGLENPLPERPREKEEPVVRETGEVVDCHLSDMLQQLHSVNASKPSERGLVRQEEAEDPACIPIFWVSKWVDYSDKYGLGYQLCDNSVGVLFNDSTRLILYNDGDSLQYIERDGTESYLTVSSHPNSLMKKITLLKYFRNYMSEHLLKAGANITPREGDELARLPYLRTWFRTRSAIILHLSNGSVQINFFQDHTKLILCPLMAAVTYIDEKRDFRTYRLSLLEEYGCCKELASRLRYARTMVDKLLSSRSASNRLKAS
FUS yeast rescue – suppressors of FUS proteinopathy in yeast; AID 1347120; Potency, µM (top dose mostly 76.6 µM), inactives show at the highest dose growth rescue (activation), usual class: activators; 390,000 compounds, 0.24% hits; S. cerevisiae FUS-expressing, growth rescue, OD600, 24 h;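 also: potency is read from the fitted curve at half-maximal effect; plate controls were DMSO vehicle for no effect and reference control for full effect; nearly all actives have a fitted effect of over 55% in size; some results filed as inactive show a strong effect at the top dose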
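Toxicity suppression screen in FUS-yeast. Cells induced with 2% galactose, starting OD 0.005, treated 24hr at 30C with compounds at multiple final concentrations; growth by OD600.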
IL2 activator – IL-2 activation | IL-2 activation reporter assay, cell-based qHTS; stimulated with anti-CD3/CD4/CD28 beads; in transgenic mouse T cells | activation, % (series mostly up to about 46 µM) | 360,000 compounds, 0.065% hits | AID 652025; in the data active = activation above about 50%; inconclusive = mostly about 30% to 49%; also: 0% is about no effect
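Readout is EGFP and DsRed signal by fluorescent plate cytometry after 18 h at 37 degrees C. Transgenic mouse T cells (750/well) received compound for 60 min before bead stimulation (anti-CD3, anti-CD4, anti-CD28); memory T cells served as non-tolerant control.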
Abeta rescue – A-beta toxicity reversal in yeast. 410,000 compounds, 0.063% hits. yeast expressing A-beta42, growth rescue, OD600, 48 h; response scale: 0% DMSO, 100% iron-clioquinol control. AID 1347071. Potency, µM (titrated, usually from 46.1 µM), for the others: top-dose growth rescue, actives largely listed as activators; also: potency is read from the fitted curve at half-maximal effect; nearly all actives have a fitted effect of over 55% in size
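Growth rescue measured by 600 nm absorbance after 48 h yeast culture at 30 C with compound. Values normalized between DMSO and an equimolar ferric chloride plus clioquinol control.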
EPAC1 agonist – agonists of human EPAC1; EPAC1 agonist qHTS, biochemical assay; response scale: 100% = response to 6.5 mM cAMP; Potency, µM (doses to about 154 µM), without a hit: top-dose activation, hits mostly activators; AID 720707; 360,000 compounds, 0.073% hits; also: potency is read from the fitted curve at half-maximal effect; nearly all actives have a fitted effect of over 60% in size
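Read-out is the fluorescence drop as BODIPY-GDP leaves Rap1B (480 nm excitation, 540 nm emission), recorded every 5 minutes over 30 minutes. Reactions held 100 nM EPAC1, 250 nM Rap1B–BODIPY-GDP and 50 uM GDP, with 6.5 mM cAMP setting full activation.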
EPAC1 antag – antagonists of human EPAC1; O95398; EPAC1 GEF assay, Rap1b-BODIPY-GDP exchange fluorescence; Potency, µM (titrated, usually from 115 µM), for the others: at the highest dose activity change, negative = inhibition, most hits filed as inhibitors; 360,000 compounds, 0.14% hits; AID 720709;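 also: potency is read from the fitted curve at half-maximal effect; plate controls were vehicle for no effect and positive control for full effect; nearly all actives have a fitted effect of over 50% in size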
An asterisk follows results filed as active; ? = inconclusive; · = not tested or not shown; & = joins results of further samples; [ ] = another dose, or the depositor's remark. Unless noted, calls follow the shape of the dose curve; as a rule, active = well fitted curve in the direction sought with a large enough effect; inconclusive = small, poorly fitted or top-dose-only effect, or another doubt; inactive = no such curve, though single readings can be large; an effect the other way counts as inactive or inconclusive.

SMILES	PI5P4K alpha inh	WRN helicase inh	PLK1 PBD inh	FUS yeast rescue	IL2 activator	Abeta rescue	EPAC1 agonist	EPAC1 antag
COc1ccc(C2=NOC(C3(S(=O)(=O)c4ccccc4)CC(O)C3)C2)cc1 (stereo unspecified)	-4	4%	-8%	4%	0.1	-4%	-2%	-6%
Cc1ccc(Nc2ccccc2N)cc1	-6	-4%	9%	24%	-0.2	4%	13%	-17%
O=C1c2ccccc2C(=O)c2c1cccc2N1CCN(CCO)CC1	·	-14%	-10%	19%	-1.9	-17%	-12%	5%
COC1OC(COC(=O)CNC(=O)OC(C)(C)C)C(O)C(O)C1O (stereo unspecified)	1	-12%	-12%	14%	-1.9	-6%	-8%	1%
CCNc1c(NC(=O)C2CCC(C)CC2)c(=O)oc2ccccc12 (stereo unspecified)	0	-5%[57.1 µM]	-6%	-26%	1.5	-1%	3%	-1%
COc1ccc(C(=O)CN2C(=O)NC3(CCCc4ccccc43)C2=O)cc1OC (stereo unspecified)	·	-4%	-3%	14%	-2.5	-20%	11%	7%
O=C(c1ccc(OC2CCN(Cc3ccc(F)cc3)CC2)cc1)N1CCCC1	6	-1%	-11%	-9%	1.3	-7%	-3%	-6%
CS(=O)(=O)c1ccc(Cl)c(NC(=O)CSc2nnc(-c3cccs3)n2N)c1	-13	0%	2%	·	1.1	7%	-4%	4%
COc1ccccc1OCCCCOc1ccccc1F	·	-12%	2%	3%	-2.5	8%	15%	-19%
CC(=O)Nc1cc(-c2ccc(N3CCN(C)CC3)cc2)cn2c(-c3ccc(S(C)(=O)=O)cc3)cnc12	5	?	-3%	-1%	0.3	-4%	4%	3%
CSCCC(NS(=O)(=O)c1ccccc1F)C(=O)Nc1ccncc1 (stereo unspecified)	0	2%	?	-3%	-0.2	-5%	8%	19%
Cc1cc(NC(=O)CSc2ncc(C(=O)O)n2-c2ccc(F)cc2)no1	-8	8%	2%	-3%	-0.5	-3%	-1%	-2%
CCN(c1ccc(OC)cc1)S(=O)(=O)c1ccc(-c2cc(C)no2)s1	-1	-2%	6%	17%	-0.5	-18%	-9%	-19%
O=C(CCn1c(=O)sc2ccccc21)NC1=NCCS1	·	-5%	1%	-4%	-0.4	11%	6%	7%
Cc1cc(/C=C(\C#N)C(=O)NCc2cccs2)c(C)n1-c1ccccc1F	4	-10%	27µM*	-4%	0.2	8%	5%	1%

Single records (already shown). Screens in order: PI5P4K alpha inh	WRN helicase inh	PLK1 PBD inh	FUS yeast rescue	IL2 activator	Abeta rescue	EPAC1 agonist	EPAC1 antag
Listed for O=C1c2ccccc2C(=O)c2c1cccc2N1CCN(CCO)CC1 = ·	-14%	-10%	19%	-1.9	-17%	-12%	5%
Listed for CCN(c1ccc(OC)cc1)S(=O)(=O)c1ccc(-c2cc(C)no2)s1 = -1	-2%	6%	17%	-0.5	-18%	-9%	-19%

(more compounds)
SMILES	PI5P4K alpha inh	WRN helicase inh	PLK1 PBD inh	FUS yeast rescue	IL2 activator	Abeta rescue	EPAC1 agonist	EPAC1 antag
COc1ccc(Nc2nc3cc(C)ccc3cc2C#N)cc1	5	12%	-16%	-5%	22	4%	-5%	7%
CC1=C(C(=O)Nc2cc(C(=O)N(C)Cc3ccccc3)ccc2C)SCCO1	0	4%	-10%	7%	-0.5	-1%	9%	-25%
Cc1sc2ncn(CC(=O)NCc3ccccc3)c(=O)c2c1C	-5	0%	-5%	-37%	-2.4	-10%	-1%	-4%
Cc1nc2ccc(CCO)cc2s1	0	4%	-18%	5%	-2.3	-6%	1%	4%
CCOC(=O)Cn1c(=O)c(-c2ccccc2N)nc2ccccc21	0	5%	-10%	11%	0.1	-18%	-8%	-16%
CCCC(=O)Nc1c2c(nn1-c1cccc(C)c1C)CS(=O)(=O)C2	-12	-1%	-3%	-21%	-1.1	-15%	1%	-16%
COc1ccc(CCNC(=O)c2ccc(NC3=NC4CS(=O)(=O)CC4S3)cc2)cc1OC (stereo unspecified)	2	6%	-20%	26%	1.9	-3%	13%	-4%
CC1(c2nnc(-c3ccncc3)o2)CC(c2cccnc2)=NO1 (stereo unspecified)	5	8%	-5%	-13%	-0.1	-24%	5%	15%
C/C(=N\NC(=O)c1cc(C)[nH]n1)c1ccc(-c2ccccc2)cc1	3	-5%	-4%	-4%	-0.2	-3%	5%	12%
N#Cc1cc2c(nc1SCc1ccccc1)CCCC2=O	·	-17%	-9%	33%	-1.6	-1%	18%	5%
Cc1n[nH]c(C)c1S(=O)(=O)N1CCCC(C(=O)Nc2ccc(Br)cc2)C1 (stereo unspecified)	0	8%	5%	-30%&-19%	-0.8	3%&-8%	-15%	6%
COc1ccc(S(=O)(=O)N2CC(C)OC(C)C2)cc1C(=O)N1CCCCC1 (stereo unspecified)	-1	-11%	1%	·	-2.6	-6%	-3%	15%
Cc1ccc(NC(=O)CS(=O)CC(=O)N(CC(=O)NC2CCCC2)c2cccc(C)c2C)cc1 (stereo unspecified)	·	-7%	-1%	19%	1.1	16%	1%	7%
Cc1ccc(S(=O)(=O)N(C)S(=O)(=O)c2ccc(C)cc2)cc1	8	-10%	-16%	-30%	-0.4	18%	-10%	-14%
CCOC(=O)c1ccc(OCc2nc(-c3cccs3)no2)cc1	·	-9%	0%	-1%	-0.7	14%	15%	8%
Cc1cc(C)cc(N2CC(O)Cn3c2nc2c3c(=O)[nH]c(=O)n2C)c1 (stereo unspecified)	0	3%	-8%	-18%	0.0	-17%	9%	3%
CN(c1ccccc1C(=O)N1CCN(c2ccccc2)CC1)S(C)(=O)=O	1	2%	0%	4%	2.7	8%	0%	3%
Cn1c(N)c(C(=O)Nc2cccc(Cl)c2)c(=O)n(C)c1=O	5	-13%	3%	6%	-0.9	-11%	5%	-15%
CCCN(CC(=O)Nc1ccccc1C)C(=O)c1ccc(OCc2c(C)noc2C)cc1	-6	-9%	-1%	8%	-3.1	22%	1%	-20%
CCS(=O)(=O)N1CCN(c2ccccc2)CC1	4	-5%	1%	0%	-0.4	-4%	10%	-3%
Cc1[nH]c(=O)c(C#N)cc1-c1ccccc1	-13	-2%	-2%	7%	-3.5	-7%	1%	18%
Cc1ccc(F)cc1NC(=O)CSc1ncccn1	0	7%	2%	-16%	1.3	-8%	-9%	9%
O=C(Nc1ccc2snnc2c1)N1CCCCC1	4	0%	-14%	18%	1.6	6%	-4%	17%
O=C(NCc1ccccc1)c1c(O)c2cccc3c2n(c1=O)CCC3	-2	4%	-13%	-28%	0.2	-2%	-2%	2%
CN(Cc1cccs1)C(=O)c1ccc(Cl)c(S(=O)(=O)N2CCCCCC2)c1	-6	5%	1%	26%	0.6	-17%	-4%	-26%
CCN(CC)c1ccc(NC(=O)C(C)C)cc1	·	6%	-6%	9%	-1.9	-3%	0%	-20%
COc1ccc(S(=O)(=O)Nc2ccc(C(N)=O)cc2)cc1C(=O)N1CCCCCC1	-5	-2%	0%	-11%	-0.8	-7%	5%	7%
COc1ccc(CCNC(=O)c2ccc(N3CCCC3=O)cc2)cc1	0	-3%	-6%	11%	-0.1	23%	-7%	1%
CCOC(=O)c1c(NC(=O)COc2ccccc2C#N)sc2c1CC(C)(C)NC2(C)C	2	-19%	-1%	·	-4.3	3%	-2%	-4%
Cc1ccc(CNC(=O)CCCc2nc3ccccc3s2)cc1	-2	3%	-10%	16%	-4.0	5%	-3%	-9%
COC(=O)C[C@H]1CC[C@@H](NC(=O)c2ccncc2)[C@@H](CO)O1	-7	0%	-16%	-9%	-0.4	-2%	6%	-1%
COc1ccc(C(=O)N2CCC(C(=O)N3CCN(c4ccc(OC)cc4)CC3)CC2)cc1	-7	4%	2%	3%	1.3	1%	-3%	3%
CCCCc1n[nH]c2c1/C(=N/OCC)CC(C)(C)C2	0	0%	4%	23%	-1.8	-2%	-12%	-14%
N#Cc1cccc(C(=O)OCC(=O)NCc2ccco2)c1	1	-4%	-17%	-1%	-0.3	2%	-2%	-14%
COC(=O)CNC(=O)COC(=O)/C=C/c1cccs1	-2	1%	2%	-3%	2.4	-16%	-4%	5%
CC(C)Cc1ccc(C(C)C(=O)Nc2nccs2)cc1 (stereo unspecified)	·	-3%	-12%	-10%	1.7	2%	3%	-3%
Cc1ccc(S(=O)(=O)N2CCCC(C(=O)NC3CCCC3)C2)cc1 (stereo unspecified)	0	0%	-11%	-12%	-0.4	10%	11%	-8%
CCOCCOC(=O)c1ccc(NC(=O)C2COc3ccccc3O2)cc1 (stereo unspecified)	0	-10%	1%	20%	-0.7	?	12%	-7%
CCOC(=O)c1c(SCCN2CCCCC2)n(-c2ccccc2)c(=S)n(-c2ccccc2)c1=O	7	2%	0%	·	-0.4	4%	-3%	-25%
COc1ncnc2c1ncn2CCCNCCN1CCOCC1	8	-1%	3%	-31%	-2.8	4%	3%	10%
c1ccc2sc(NC3=NCN(C4CCCCC4)CN3)nc2c1	·	6%	-5%	9%	-2.2	-12%	1%	7%
COc1ccc(-c2[nH]ncc2/C=C(/C#N)C(=O)NC2CCCCC2)cc1	-2	-5%	0%	?	-2.7	-14%	6%	-1%
Cn1ccnc1Sc1cc(NCCCO)c([N+](=O)[O-])c2nonc12	-2	?	3µM*	36%	-0.6	-9%	14%	-15%
COc1ccc(NS(=O)(=O)c2ccc(N3CC(O)=C(c4ccccc4)C3=N)cc2)cc1	-3	-4%	-7%	0%	-0.4	-4%	0%	-8%
COc1cc(N)c(C(=O)c2nccc3cc(OC)c(OC)cc23)cc1OC	3	-31%	-17%	9%	1.2	5%	9%	3%
COc1ccc(Cn2cc(C(=O)c3ccccc3)c(=O)c3cc(OC)ccc32)cc1	1	3%	1%	-7%	3.6	-11%	3%	-23%
S=C(Nc1ccc(Cl)cc1Cl)NC1CCN(Cc2ccccc2)CC1	-3	-7%	?	·	-0.3	?	-2%	?
O=c1n(Cc2ccccc2F)c2ccccc2n1Cc1ccccc1F	12	-11%[57.1 µM]	-4%	27%	-0.3	2%	0%	-7%
O=C1NC(=O)/C(=C\c2ccc(OCc3cccc(C(=O)O)c3)c(Cl)c2)N1	-18	-27%	-9%	16%	0.4	-12%	1%	-3%
Cc1ccccc1NC(=S)NNC(=O)c1cccc(Br)c1	1	10%	-25%	-4%	-3.6	15%	-16%	-5%
